MCL1 BIM primary: disrupts human MCL1 binding to BIM-BH3 peptide | Q07820 | GST-MCL1 / FITC-Bim-BH3 fluorescence polarization | inhibition, % at 10.9 µM | 0.68% of 320,000 active;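 active = inhibition above the mean inhibition of all tested compounds plus 3 SD, set per campaign, cut at about 40% in these data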;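 note: 0% = DMSO wells and 100% = unlabeled Bim-BH3 peptide control; higher means more loss of mP so more displacement of Bim peptide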
Target sequence (Q07820 whole entry, looked up): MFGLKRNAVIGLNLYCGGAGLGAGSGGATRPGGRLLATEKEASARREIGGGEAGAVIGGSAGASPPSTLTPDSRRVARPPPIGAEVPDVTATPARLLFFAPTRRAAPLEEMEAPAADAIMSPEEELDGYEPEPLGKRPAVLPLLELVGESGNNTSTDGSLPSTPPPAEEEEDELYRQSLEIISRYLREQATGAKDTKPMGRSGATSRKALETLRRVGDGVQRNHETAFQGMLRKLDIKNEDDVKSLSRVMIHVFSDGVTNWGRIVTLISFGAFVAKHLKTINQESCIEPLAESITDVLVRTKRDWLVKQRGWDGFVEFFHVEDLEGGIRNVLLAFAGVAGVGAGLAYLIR
GLD-1 TGE inh: GLD-1-TGE RNA interaction inhibition (C. elegans); Q17339; purified GLD-1 + fluorescein TGE RNA, fluorescence polarization; inhibition, % at 5.96 µM; 0.44% of 320,000 active; AID 2280;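 active = percent inhibition above a per-plate cutoff, the plate mean of test compounds plus 3 SD, cut at about 30% in these data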;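 note: 0% = DMSO wells with GLD-1 and probe and 100% = wells lacking GLD-1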
AGP1 TOR yeast: modulators of TOR pathway AGP1-GFP in S. cerevisiae. GFP response vs DMSO, % at 10 µM. S. cerevisiae AGP1-GFP multiplex flow cytometry, 3 h; GFP as percent of DMSO wells. 0.02% of 320,000 active;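 active = GFP response relative to DMSO above a set limit, near screen average plus 3 SD, cut at about 150% in these data; inconclusive = fewer than 70 cells counted for the yeast strain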;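 note: median GFP channel fluorescence of the gated AGP1 strain per well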
MEX-5 binding: C. elegans MEX-5 TCR-2 RNA binding activity. activity score (negative = inhibition of binding), % at 10 µM. 0.38% of 300,000 active. MEX-5/FITC-TCR2 RNA binding, fluorescence polarization; hits give low values;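 active = inhibition past about -25% in most replicates, and total fluorescence under double the plate's negative control median, limit read from the data; inconclusive = replicates evenly split on the limit, or fluorescence at least double controls; inactive = too little inhibition in most replicates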;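 note: 0% = DMSO and -100% = 5 µM competing unlabeled TCR2 RNA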
Target sequence (Q9XUB2 whole entry, looked up): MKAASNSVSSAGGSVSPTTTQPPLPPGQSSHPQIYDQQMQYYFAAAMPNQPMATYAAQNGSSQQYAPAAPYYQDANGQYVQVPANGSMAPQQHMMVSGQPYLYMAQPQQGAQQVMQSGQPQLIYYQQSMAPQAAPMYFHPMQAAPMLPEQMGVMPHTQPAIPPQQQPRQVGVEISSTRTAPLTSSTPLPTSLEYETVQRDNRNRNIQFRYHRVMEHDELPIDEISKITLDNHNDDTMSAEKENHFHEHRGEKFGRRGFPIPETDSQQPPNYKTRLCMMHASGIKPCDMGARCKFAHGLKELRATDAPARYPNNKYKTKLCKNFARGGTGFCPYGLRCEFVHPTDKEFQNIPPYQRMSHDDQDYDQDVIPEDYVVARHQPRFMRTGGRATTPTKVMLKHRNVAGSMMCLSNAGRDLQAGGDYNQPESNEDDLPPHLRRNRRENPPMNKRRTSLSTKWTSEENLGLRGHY
Bcl-xL primary: Bcl-xL (human) inhibition; GST-Bcl-xL / FITC-Bim BH3 peptide fluorescence polarization; 0.7% of 320,000 active; inhibition, % at 10.9 µM;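 active = inhibition above the mean of all tested compounds plus 3 SD, cutoff set per campaign, cut at about 30% in these data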;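 note: 0% = DMSO wells and 100% = unlabeled Bim-BH3 peptide competitor; inhibitors lower millipolarization by displacing the labeled peptide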
Target sequence (Q07817 whole entry, looked up): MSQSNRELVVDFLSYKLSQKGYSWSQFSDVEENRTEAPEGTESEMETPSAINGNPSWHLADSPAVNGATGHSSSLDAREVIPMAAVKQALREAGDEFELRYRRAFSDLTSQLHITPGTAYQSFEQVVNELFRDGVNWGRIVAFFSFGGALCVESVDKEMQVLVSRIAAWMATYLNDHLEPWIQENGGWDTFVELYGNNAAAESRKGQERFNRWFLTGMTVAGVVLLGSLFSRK
GRK2 inh: human GRK2 inhibition via aptamer displacement | bead flow cytometry, FAM-aptamer displacement from GRK2 | inhibition of aptamer binding, % at 10 µM | 0.59% of 330,000 active | AID 488847;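 active = inhibition of aptamer binding above 40%, roughly 3 SD of noise, on plates passing a quality check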;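 note: median bead fluorescence of bound FAM aptamer so fluorescent compounds give negative values; no value below 0 was filed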
VLA-4 inh: inhibition in a human VLA-4 binding assay. P13612. inhibition, % (about 7 µM as worked out from the volumes in the protocol). 0.2% of 330,000 active. VLA-4 expressing cells, ligand binding flow cytometry; in the data active = inhibition above about 50%
CIT2-GFP yeast: alters CIT2-GFP fluorescence in TOR pathway yeast screen; 0.065% of 320,000 active; AID 2029; GFP response vs DMSO, % at 10 µM; S. cerevisiae CIT2-GFP strain, flow cytometry, 3 h; 100 means same as DMSO wells;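 active = GFP response relative to DMSO above a set limit, near the screen mean plus 3 SD, cut at about 150% in these data; inconclusive = Fewer than 70 cells measured for a yeast strain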;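 note: ratio of well median GFP fluorescence to mean of DMSO wells on the plate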
Fam108B counter: counter-screen for RBBP9 inhibitors: inhibitors of mouse Fam108B; recombinant Fam108B, FP-Rh probe fluorescence polarization; 0.33% of 300,000 active; inhibition, % at 9.51 µM; AID 1947;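 active = inhibition above the screen mean inhibition plus 3 SD, computed separately per campaign, cut at about 18% in these data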;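 note: inhibitors lower polarization as less probe binds the enzyme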
Numbers without * were called inactive; ? = inconclusive; · = no result given; [ ] = another dose, or the depositor's remark.

SMILES	MCL1 BIM primary	GLD-1 TGE inh	AGP1 TOR yeast	MEX-5 binding	Bcl-xL primary	GRK2 inh	VLA-4 inh	CIT2-GFP yeast	Fam108B counter
CCCC1(C(=O)OC)NC(c2ccco2)C2C(=O)N(c3ccc(C)cc3)C(=O)C21 (centres undefined)	18	6	?	1.8	7	4	5	·	1
COc1ccc(C(=O)Nc2nnc(S(=O)(=O)N3CCCCCC3)s2)cc1OC	2	5	104	0.6	5	0	-21	101	0
COc1ccccc1-n1c(C)cc(C=O)c1C	10	-4	106	0.4	8	2	9	125	1
CC(=O)N1CCc2cc(S(=O)(=O)CCC(=O)NCCc3ccc(C)cc3)ccc21	2	-3	99	0.6	2	0	-5	93	2
CCOC(=O)c1ccc(N(C(=O)c2cnccn2)C(C(=O)NC2CCCCC2)c2cn(C)nc2C)cc1 (centres undefined)	-3	7	102	0.6	5	0	4	108	-1
CCn1c(=O)n(CC)c2cc(N3CCCC3)c(NC(=O)c3cc(Br)ccc3OC)cc21	0	1	88	2.0	1	0	-3	94	3
COc1ccc(S(=O)(=O)N(CC(=O)NC(C)C)Cc2ccccc2)cc1	1	6	102	2.3	1	2	8	·	3
COc1ccc2c(-c3ccccc3)cc(SCC(=O)N(C)C3CCS(=O)(=O)C3)nc2c1 (centres undefined)	9	1	102	0.5	6	0	9	100	-2
c1ccc(-c2noc(-c3ccncc3)n2)nc1	-1	2	97	0.3	1	2	-11	98	12
COc1ccc(NC(C)C(=O)N/N=C/c2ccccc2OCc2cccc(Br)c2)cc1 (centres undefined)	3	7	97	0.1	5	1	-4	96	-1
O=C(CCc1nc2ccccc2[nH]1)Nc1ccccc1F	4	0	103	3.2	0	2	-14	104	2
CCOc1ccc(CCNC(=O)COC(=O)COc2ccc(Cl)cc2)cc1OCC	-15	2	104	0.2	-11	0	-9	105	-2
CC(C)Oc1cccc(C(=O)C2CCCN(Cc3cnn(C(C)C)c3)C2)c1 (centres undefined)	12	1	97	-1.0	-1	2	-1	94	-1
Cc1cc(C(=O)N(C)C2CCCCC2)no1	2	4	102[may fluoresce green]	1.5	0	0	12	108[may fluoresce green]	-5
COc1ccccc1C(C)NC(=O)c1cc(S(=O)(=O)N2CCCCC2)ccc1C (centres undefined)	4	4	102	·	2	4	0	93	·
COc1ccc(/C(C)=N/NC(=O)OC(C)(C)C)cc1[N+](=O)[O-]	6	1	102	-4.2	2	2	2	101	-1
O=C(/C=C/C(=O)NCc1cccs1)NCc1cccs1	4	9	108	4.3	6	1	8	99	1
COc1ccc(CN=Cc2c(C(F)(F)F)[nH][nH]c2=O)cc1	3	2	108	-1.0	1	3	2	106	-4
CN(C)S(=O)(=O)c1cccc(NC(=O)c2cncc(Br)c2)c1	5	4	113	3.0	10	5	10	108	-2
O=C(CCN1C(=O)c2ccccc2S1(=O)=O)Nc1cc(Cl)ccc1Cl	1	-1	88	0.5	-1	0	-21	88	-1
Cc1cc(C(=O)NNC(=O)c2ccccc2F)c2ccccc2n1	6	10	98	·	3	5	10	100	·
Cc1ccc(Nc2nc(N)nc(CN3CCN(c4ccccc4)CC3)n2)cc1Cl	12	4	99	1.8	6	0	3	94	-5
COc1cc2[nH]c(=O)n(Cc3ccc(C(=O)NC4CCN(Cc5ccccc5)CC4)cc3)c(=O)c2cc1OC	-1	-1	94	3.3	2	8	0	95	2
CCOC(=O)c1c(C)c(C(=O)Nc2ccccc2)c(C)n1CC	-3	7	97	0.2	-1	0	-1	95	0
O=C(NC1CCCCC1)C(c1ccncc1)N(CC1CCCO1)C(=O)C(F)(F)F (centres undefined)	12	11	93	-1.1	6	0	-3	93	3

More results follow.
SMILES	MCL1 BIM primary	GLD-1 TGE inh	AGP1 TOR yeast	MEX-5 binding	Bcl-xL primary	GRK2 inh	VLA-4 inh	CIT2-GFP yeast	Fam108B counter
O=C(O)c1ccc(S(=O)(=O)c2ccc3c(c2)C(=O)N(NC(=O)c2ccc(O)cc2)C3=O)cc1	6	0	102	-1.5	4	0	16	98	0
CCCCc1ccc(N=N/C(C(=O)Nc2cc(OC)c(NC(C)=O)cc2OC)=C(/C)O)cc1	-7	-3	98	1.4	-3	1	38	101	-1
O=S(=O)(NCc1ccncc1)c1ccc(S(=O)(=O)NCC2CCCO2)cc1 (centres undefined)	2	0	110	-0.3	3	0	-17	107	1
Cc1ccc(NC(=S)c2ccc(N(C)C)cc2)cc1	6	3	86	2.0	5	2	12	80	4
O=C1CC(C(=O)N(CC2CCCO2)C(C(=O)NC2CCCCC2)c2ccncc2)CS1 (centres undefined)	0	2	109	1.0	-1	0	-8	103	-4
O=C(/C=C/c1ccc2c(c1)OCO2)NC1CCCC1	3	2	93	0.9	0	0	7	98	-7
CCNC(=O)CCc1nc(-c2ccc(C)cc2)no1	0	-1	118	0.9	7	0	0	103	1
CCCCN(CC)Cc1ccc(CNC(=O)Nc2ccc(OCC)cc2)o1	-2	2	103	1.9	-3	1	-1	99	0
CN(C)c1ccc(/C=N/NC(=O)CNC(=O)/C=C/c2ccccc2)cc1	-2	8	102	-3.7	-2	0	14	105	1
COC(=O)C1=C(C)NC(C)=C(C(=O)OC)C1c1ccc2ccccc2n1	-4	-5	111	-0.5	0	0	0	97	1
O=C(Cn1cnc2ccccc21)Nc1ccc(SC(F)F)cc1	-2	7	112	-0.9	6	0	34	109	1
CC(NC(=O)Cn1cnc([N+](=O)[O-])n1)c1ccccc1 (centres undefined)	4	-7	96	-2.1	2	1	-4	88	-1
CCCCNc1oc(-c2ccc(OC)cc2)nc1S(=O)(=O)c1ccccc1	5	8	·	1.0	9	2	10	105	-1
CC(=O)c1ccccc1OCC(O)CN1CCN(C(c2ccccc2)c2ccccc2)CC1 (centres undefined)	6	4	92	-2.1	-2	17	5	88	-1
COc1ccc(CNC(=O)C2CCCN2CCc2ccccc2)cc1OC (centres undefined)	-2	2	104	0.9	5	0	21	105	0
COc1cc(Cl)c(C)cc1NC(=O)CSc1ccc(NC(C)=O)cc1	-14	-3	92	1.8	-2	0	18	98	-1
Cc1c(CCOC(=O)C23CC4CC(CC(C4)C2)C3)sc[n+]1Cc1ccccc1	10	-3	103	0.6	-2	0	14	96	-1
Cc1ccccc1CS(=O)(=O)CC(O)CN1CCCC1=O (centres undefined)	0	4	102	0.5	2	5	5	107	-3
NS(=O)(=O)c1ccc(NC(=O)CSc2nc(Nc3ccccc3)nc(N3CCOCC3)n2)cc1	-2	-2	95	4.9	-1	10	14	97	-2
O=C(c1cc(COc2ccc(F)cc2F)on1)N1CC[C@@H]2CCCC[C@H]2C1	1	8	92	-0.2	0	3	13	105	3
CC(C)(CCO)Nc1ncnc2onc(-c3ccc(F)cc3)c12	12	12	107	-0.5	7	4	-6	108	-2
Cc1nnc(NC(=O)CN2C(=O)c3ccccc3S2(=O)=O)s1	4	5	94	-2.0	-1	1	1	96	-1
CCn1c(SCC(=O)c2ccccc2)nnc1-c1cnccn1	-10	5	98	-0.8	-5	0	16	84	-1
Cc1ccc2nc(NCC(=O)O)nc(-c3ccccc3)c2c1	3	4	90	0.8	5	0	-2	96	-3
O=C(CSc1n[nH]c(-c2ccccn2)n1)Nc1ccc(F)cc1	3	1	93	1.3	-2	1	-9	103	0

Next section:
SMILES	MCL1 BIM primary	GLD-1 TGE inh	AGP1 TOR yeast	MEX-5 binding	Bcl-xL primary	GRK2 inh	VLA-4 inh	CIT2-GFP yeast	Fam108B counter
O=C(C1CC(=O)N(c2ccccc2)C1)N1CCN(c2ccccc2F)CC1 (centres undefined)	2	2	103	-1.3	-2	6	-15	107	0
CCOC(=O)Cn1c(=NC(=O)c2ccc([N+](=O)[O-])s2)sc2ccccc21	-7	6	15[may fluoresce violet]	-16	0	1	-27	?	0
N#CC1(NC(=O)Cn2cc(C(F)(F)F)ccc2=O)CCCC1	0	5	91	·	4	2	17	97	·
C[C@H]1[C@H](C)CC[C@]2(C(=O)O)CC[C@]3(C)C(=CC[C@@H]4[C@@]5(C)CC[C@H](O)C(C)(C)[C@@H]5CC[C@]43C)[C@H]12	-2	3	93	0.0	7	1	18	90	0
Cc1ccc(SCC(=O)NC(=O)Nc2ccc3c(c2)OCCO3)cc1C	-5	-1	102	-3.1	-3	2	33	101	3
Cc1ccc(NC(=O)NC(=S)NC(=O)c2ccccc2)cc1	7	-1	101	0.3	3	0	11	99	-4
COc1cc(-c2noc(C)c2C#Cc2nccn2C)cc(OC)c1OC	2	1	84	2.5	7	1	2	87	-4
Cc1cn(C2CC(OC(=O)C(C)C)C(CO)O2)c(=O)[nH]c1=O (centres undefined)	0	3	98	·	1	0	0	103	·
COCCCNC(=O)CN(c1cccc(Cl)c1C)S(C)(=O)=O	4	2	104	-3.7	2	0	-12	101	1
Cc1c(C(=O)N(C)C(C)c2ccncn2)oc2c(F)cccc12 (centres undefined)	4	1	95	0.5	6	0	-8	101	-2
CS(=O)(=O)N1CC2CCCN2c2cc(C(F)(F)F)ccc21 (centres undefined)	-10	0	103	0.0	-3	0	4	94	-4
COc1cc(C)c(Br)cc1S(=O)(=O)NCc1ccccc1	5	-9	98	0.9	4	1	4	96	4
Cc1nc(NC(=O)c2ccco2)sc1C(=O)O	6	-2	106	-1.2	5	0	-3	107	-5
CCCCCn1c(SCCOCC)nc2c1c(=O)[nH]c(=O)n2C	0	-2	108	-0.9	5	0	-4	111	3
O=C(CSc1nc(Nc2ccccc2)nc(N2CCOCC2)n1)Nc1cccc([N+](=O)[O-])c1	5	4	105	2.6	5	1	10	107	-32
CC(C)(C)c1ccc2c(c1)N(CC(=O)N1CCOCC1)C(=O)CO2	0	2	93	1.7	1	0	17	·	-1
O=C(Nc1nnc(SCc2ccc(F)cc2)s1)C1Cc2ccccc2CN1C(=O)c1ccco1 (centres undefined)	8	-5	107	3.0	1	15	42	95	-2
O=[N+]([O-])c1cc(-c2nnc(N3CCOCC3)c3ccccc23)ccc1N1CCOCC1	-11	-4	100	-1.4	-3	2	2	97	-7
O=C(CN(C(=O)c1ccccc1Cl)C1CCCCC1)Nc1ccc(Cl)c([N+](=O)[O-])c1	2	7	88	-1.5	-5	1	-9	89	-24
CCN(CC)S(=O)(=O)c1ccc2oc(C(=O)N3CCc4ccccc4C3)c(C)c2c1	5	2	103	-0.1	3	0	7	99	3
COc1cccc(-c2cc(C(=O)Nc3c(C)nn(Cc4ccccc4)c3C)no2)c1	-4	-6	96	·	-4	3	12	91	1
CC(C)C1NC(=S)N(Cc2ccccc2)C1=O (centres undefined)	1	7	106	-1.1	3	1	9	102	2
COc1ccc(CCNC(=O)c2cc(-c3ccco3)nc3ccccc23)cc1	27	11	93	-1.9	11	11	-5	88	4
Cc1noc(C)c1COc1ccc(C(=O)O)cc1	4	3	97	0.7	6	1	4	87	-4
COc1ccc(C(=O)NN=C2CCCC2)cc1	-1	1	101	0.5	1	1	0	100	1
COc1ccccc1OCCNC(=O)c1c(-c2ccccc2Cl)noc1C	2	10	99	5.1	-1	3	12	96	-2
COc1cccc(-c2cc(C(=O)N3CCN(S(=O)(=O)c4ccccc4)CC3)[nH]n2)c1	2	-4	97	0.7	-2	4	-19	92	-6

Screening data from PubChem BioAssay.
